OXTR potentiator: potentiates the human oxytocin receptor response. P30559. CHO-OTR cells, Fluo-8 calcium fluorescence, potentiator mode; 0% = oxytocin EC15, 100% = EC100. activation, % at 3 µM. 320,000 tested, 0.061% active;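 active = activation above that plate's cutoff, the mean activation of tested compounds plus 3 SD, cut at about 6.6% in these data, passing the limit was not always enough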;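 note: 100% uses oxytocin at 75 nM as the full agonist control; some results filed as inactive read as strong as hits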
Target sequence (P30559 whole entry, looked up): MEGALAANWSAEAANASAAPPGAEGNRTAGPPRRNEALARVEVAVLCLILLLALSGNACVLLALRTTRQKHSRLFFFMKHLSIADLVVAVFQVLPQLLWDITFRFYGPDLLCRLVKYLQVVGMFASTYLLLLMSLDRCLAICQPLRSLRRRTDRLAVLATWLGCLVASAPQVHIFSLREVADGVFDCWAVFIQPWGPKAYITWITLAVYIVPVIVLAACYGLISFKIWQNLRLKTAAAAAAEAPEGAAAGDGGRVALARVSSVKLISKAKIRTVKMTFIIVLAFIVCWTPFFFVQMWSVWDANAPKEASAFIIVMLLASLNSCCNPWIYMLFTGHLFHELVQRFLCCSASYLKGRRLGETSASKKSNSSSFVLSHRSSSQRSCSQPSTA
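Measured by – Fluo-8 calcium dye fluorescence · Test system – human OTR in CHO cells · Dosing – one concentration, 3.0 µM compound · Controls – EC15 oxytocin alone as 0%, 75 nM oxytocin as 100% · Evaluation – normalized max/min fluorescence ratio, % activation · Timing – 6 min pre-incubation, 100 s read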
M18AAP inhibitor: PfM18AAP enzyme inhibition; 290,000 tested, 1.2% active; inhibition, % at 7.35 µM; recombinant PfM18AAP, H-Glu-NHMec fluorogenic cleavage;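 active = inhibition above the campaign mean inhibition over all tested compounds plus 3 SD, cut at about 28% in these data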;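 note: 0% = plate median of test compound wells and 100% = 2 mM ZnCl2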
NALP1 yeast inh: blocks the NALP1 inflammasome reconstituted in yeast | S. cerevisiae NALP1/ASC/caspase-1 growth, X-gal OD620, 72 h | inhibition, % at 10 µM | 280,000 tested, 0.61% active | AID 2071; in the data active = inhibition mostly above about 24%, no sharp cut-off; inactive = mostly below about 32%; note: some compounds called inactive have numbers as strong as hits
MEKK2 WT-MEK5: raises or lowers MEK5 binding to wildtype human MEKK2 PB1 domain | Q9Y2U5 | bead flow cytometry, Alexa488-MEK5 binding to MEKK2 WT; actives lie on both sides | binding response (% of control), % at 10 µM | 290,000 tested, 1.1% active | AID 1531; in the data active = binding response below about 67% or above about 130%
V1aR counter: counter-screen for oxytocin receptor agonists: human V1a receptor agonists | CHO-V1R cells, Fluo-8 calcium fluorescence, agonist mode; 0% DMSO, 100% 3 nM vasopressin | activation, % at 3 µM | 320,000 tested, 0.25% active | AID 2797;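 active = activation above the mean activation of all tested compounds plus 3 SD, per screening run, cut at about 20% in these data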;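 note: signal is peak over basal fluorescence ratio across a 100 second FLIPR read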
GPR7 antag: human neuropeptides B/W receptor 1 antagonism; GPR7-expressing cells, fluorescence antagonist assay; inhibition, % at 4.4 µM; 290,000 tested, 1.1% active; AID 1861; in the data active = inhibition above about 16%, passing the limit was not always enough;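 note: cells stimulated with the agonist NPW; 0% = agonist with vehicle and 100% = vehicle without agonist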
Target sequence (P48145 whole entry, looked up): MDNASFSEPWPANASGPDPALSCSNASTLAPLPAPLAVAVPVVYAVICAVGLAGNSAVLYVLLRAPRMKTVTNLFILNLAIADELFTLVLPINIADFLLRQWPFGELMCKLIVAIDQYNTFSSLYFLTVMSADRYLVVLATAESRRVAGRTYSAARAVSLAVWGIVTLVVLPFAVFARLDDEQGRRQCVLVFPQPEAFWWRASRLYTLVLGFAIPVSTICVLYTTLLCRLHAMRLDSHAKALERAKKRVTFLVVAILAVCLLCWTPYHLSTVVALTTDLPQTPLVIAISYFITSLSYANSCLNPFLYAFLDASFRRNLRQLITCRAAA
GalR3 antagonist: human GalR3 antagonism. AID 651719. O60755. HEK293 GalR3-CNG cAMP membrane potential fluorescence; galR3 body fused to GalR1 C-terminus. inhibition, % at 3 µM. 360,000 tested, 0.44% active;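 active = inhibition above the screen-wide average plus 3 SD, cut at about 13% in these data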;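 note: forskolin and galanin both at EC90 stimulate the cells; cAMP rise reported by CNG channel membrane potential dye signal; 0% = forskolin plus galanin with DMSO and 100% = forskolin alone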
Target sequence (O60755 1-299 limits assumed): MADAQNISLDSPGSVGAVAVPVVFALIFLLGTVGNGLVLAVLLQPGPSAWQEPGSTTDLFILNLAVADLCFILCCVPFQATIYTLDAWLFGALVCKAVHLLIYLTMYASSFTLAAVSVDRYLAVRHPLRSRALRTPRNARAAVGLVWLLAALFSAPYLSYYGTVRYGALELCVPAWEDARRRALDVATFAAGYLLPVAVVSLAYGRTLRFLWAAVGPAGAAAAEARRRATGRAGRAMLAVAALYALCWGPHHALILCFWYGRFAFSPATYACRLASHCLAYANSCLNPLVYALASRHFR
OXTR ag: activates the human oxytocin receptor; CHO-OTR cells, Fluo-8 calcium fluorescence; normalized: DMSO 0%, oxytocin 100%; activation, % at 3 µM; 320,000 tested, 0.32% active; AID 2435;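 active = activation above the mean of all tested compounds plus 3 SD, cutoff set per screening run, cut at about 20% in these data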;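 note: peak over basal fluorescence ratio from a 100 s FLIPR kinetic read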
MEKK2mut PB1 HTS: signal of MEK5 binding to mutant human MEKK2 PB1 domain | 290,000 tested, 0.35% active | AID 1530 | bead flow cytometry, Alexa488-MEK5 binding to MEKK2 mutant | percent response, % at 10 µM; in the data active = percent response above about 24%, passing the limit was not always enough; note: inactives centre near 1; some results filed as inactive read as strong as hits
An asterisk follows results filed as active; . = no result given.

SMILES	OXTR potentiator	M18AAP inhibitor	NALP1 yeast inh	MEKK2 WT-MEK5	V1aR counter	GPR7 antag	GalR3 antagonist	OXTR ag	MEKK2mut PB1 HTS
CCOC(=O)C1(Cc2cccc(OC)c2)CCCN(C(=O)c2cc(C)[nH]n2)C1 (stereo unspecified)	-2	6	-7	83	0.6	-1	-5	0.1	-14
CCO[C@@H]1OC(C(=O)N2CCOCC2)=C[C@H](c2ccccc2)[C@H]1CCCO	1	-2	2	99	1.0	-15	-3	1.2	3
CC1CCN(S(=O)(=O)c2ccc3nc(-c4ccccn4)cc(C(=O)NCCN(C)Cc4ccccc4)c3c2)CC1	.	0	0	98	.	-14	-5	.	-2
CCOP(C)(=O)C1(C(=O)OCc2ccccc2)CC1 (stereo unspecified)	-6	3	10	96	0.6	-7	-2	-0.1	-1
O=C(CN1CC(=O)Oc2ccccc21)NCc1ccco1	-6	33*	-28	105	0.5	-5	3	0.8	3
O=C(CSc1ccccc1C(=O)O)Nc1ccc2c(c1)OCO2	-3	.	.	.	-0.1	.	-5	-0.4	.
COC(=O)c1ccc(OCC(O)CN(CCO)CC(O)Cn2ccc3ccccc32)cc1 (stereo unspecified)	-12	-2	28	102	7.7	-6	1	3.0	0
N#Cc1cc(C(=O)c2ccccc2OCC(=O)Nc2ccccc2)cn(C2CCCCC2)c1=O	-10	-2	29	90	-0.3	-13	-1	-0.6	1
Cc1sc2ncnc(N3CCC(C(=O)N(C)CC(=O)Nc4ccccc4Br)CC3)c2c1C	-12	1	20	120	2.0	-11	0	3.6	12
COc1ccc(CN2C(=O)c3cccnc3C2Nc2ccc(OC)c(Cl)c2)cc1 (stereo unspecified)	-3	5	6	106	-1.1	-9	-5	-0.8	7
O=C(Nc1ccc(S(=O)(=O)N2CCCCC2)cc1)c1ccccc1F	-2	4	-9	90	3.9	6	-11	2.8	-2
COc1cc(C(=S)N2CCOCC2)ccc1OS(=O)(=O)c1ccc(Cl)cc1	-5	13	-14	108	2.2	-8	-11	1.1	12
CCN(CC(=O)NCc1ccc(F)cc1)C(=O)c1ccc(C(=O)c2ccccc2)cc1	-14	-7	14	96	11	-1	-7	8.9	0
COc1ccccc1NC(=O)Cn1ncc2c1-c1ccccc1OC2	-3	-3	36	113	-0.4	-7	.	-2.4	7
CC(C)=CCCC(C)CN1CCC(N2CCC(C(=O)NC(C)C)CC2)CC1 (stereo unspecified)	0	-8	-13	110	0.5	-15	-1	0.3	5

The closing 3 entries of the section before are carried over, then new ones follow.
SMILES	OXTR potentiator	M18AAP inhibitor	NALP1 yeast inh	MEKK2 WT-MEK5	V1aR counter	GPR7 antag	GalR3 antagonist	OXTR ag	MEKK2mut PB1 HTS
CCN(CC(=O)NCc1ccc(F)cc1)C(=O)c1ccc(C(=O)c2ccccc2)cc1	-14	-7	14	96	11	-1	-7	8.9	0
COc1ccccc1NC(=O)Cn1ncc2c1-c1ccccc1OC2	-3	-3	36	113	-0.4	-7	.	-2.4	7
CC(C)=CCCC(C)CN1CCC(N2CCC(C(=O)NC(C)C)CC2)CC1 (stereo unspecified)	0	-8	-13	110	0.5	-15	-1	0.3	5
O=C(CCC1CCCN(c2ncccn2)C1)N1CCN(c2ccccn2)CC1 (stereo unspecified)	-3	0	.	90	-0.7	-10	-3	-0.1	-10
CCOC(=O)COc1ccc2c(c1)c(C(C)=O)c(C)n2-c1ccccc1	.	-5	12	102	.	-7	-10	.	1
CC(=O)N/N=C(\C)c1ccc2c(c1)OCCO2	-19	2	9	98	0.4	-1	-2	0.3	-4
O=C(CCN1C(=O)/C(=C/c2cccs2)SC1=S)Nc1cccc(O)c1	-15	9	12	94	15	-3	2	9.7	-3
CC1(C)CC(=O)CC(=Nc2ccc3[nH]c(=O)[nH]c3c2)C1	0	-4	17	107	-0.2	-10	-3	0.6	3
Brc1ccc(-c2csc(-c3c[nH]c4ccccc34)n2)cc1	-10	3	-1	101	0.4	1	-3	-0.5	4
CCCCCCn1cnc2c(oc3nc4c(cc32)CCCC4)c1=O	-5	0	35	94	0.9	4	-2	-0.2	-1
Cn1c(CN2CCOCC2)c(C#N)c2ccccc21	-4	-7	30	101	-0.1	0	-4	0.1	4
CCOC(=O)N1CCC(n2c(SCC(=O)Nc3nccs3)nc3ccsc3c2=O)CC1	-1	-1	-6	99	0.1	-7	-6	-0.2	3
CCN1CCN(C(=O)c2ccc(CS(=O)(=O)Cc3ccccc3F)o2)CC1	-1	-4	0	104	-0.7	-1	-7	0.2	2
CCOC(=O)C(C)(C)C(=O)C(C)(C)C(O)c1ccccn1 (stereo unspecified)	0	6	15	103	2.3	-8	-6	0.5	4
COc1cccc(NC(=O)c2cc([N+](=O)[O-])ccc2N2CCN(C)CC2)c1	-5	-8	25	100	0.7	-8	1	2.2	0
Cc1ccccc1N=C1SC(CC(=O)Nc2ccc3ccccc3c2)C(=O)N1Cc1ccccn1 (stereo unspecified)	-9	1	12	114	3.5	15	-2	3.5	0
Cc1ccc(NC(=O)COC(=O)/C=C/c2ccco2)cc1S(=O)(=O)N(C)C	-7	-11	3	108	0.4	-7	-4	-1.4	-7
Cn1nccc1C(=O)Nn1cnnc1	2	-1	11	99	0.7	-11	.	-0.1	3

Molecules above that contain two or more sulfur atoms:
SMILES	OXTR potentiator	M18AAP inhibitor	NALP1 yeast inh	MEKK2 WT-MEK5	V1aR counter	GPR7 antag	GalR3 antagonist	OXTR ag	MEKK2mut PB1 HTS
COc1cc(C(=S)N2CCOCC2)ccc1OS(=O)(=O)c1ccc(Cl)cc1	-5	13	-14	108	2.2	-8	-11	1.1	12
O=C(CCN1C(=O)/C(=C/c2cccs2)SC1=S)Nc1cccc(O)c1	-15	9	12	94	15	-3	2	9.7	-3
CCOC(=O)N1CCC(n2c(SCC(=O)Nc3nccs3)nc3ccsc3c2=O)CC1	-1	-1	-6	99	0.1	-7	-6	-0.2	3

Additional records
SMILES	OXTR potentiator	M18AAP inhibitor	NALP1 yeast inh	MEKK2 WT-MEK5	V1aR counter	GPR7 antag	GalR3 antagonist	OXTR ag	MEKK2mut PB1 HTS
COc1ccc(CC(=O)O/N=C(\N)c2ccncc2)cc1	-3	2	-6	100	1.4	-3	-6	0.7	8
Cc1nnc(N2C(=O)c3cccc4c([N+](=O)[O-])ccc(c34)C2=O)s1	-8	3	3	108	-1.4	28*	-7	-1.6	4
COc1ccc(OC)c(-c2csc(NC(=O)C3=COCCO3)n2)c1	-4	.	.	.	-0.5	.	-3	-1.4	.
CC(=O)c1cc(CN2CCN(Cc3ccccc3)C(CCO)C2)cs1 (stereo unspecified)	-5	5	2	114	0.0	-3	0	0.2	17
Cc1ccccc1CSc1nnc(C)c(=O)n1N	4	2	-10	89	0.1	10	-8	0.8	-4
O=C(CSc1cn(CCNC(=O)c2cccs2)c2ccccc12)NC1CCCC1	-9	-7	31	103	2.9	0	.	-0.2	8
CC1C=CCC2C(=O)N(c3ccc(Cl)cc3O)C(=O)C12 (stereo unspecified)	-4	1	16	98	0.4	12	-3	2.1	-2
CCOc1ccc(NC(=O)Cn2ncc3ccccc32)cc1	.	-5	3	101	.	-2	8	.	7
Cc1ccc(S(=O)(=O)NCCC(=O)N2CCCCCCC2)cc1C	-16	.	.	.	-0.7	.	-7	-0.5	.
CCOc1ccc(C(CC(=O)O)NC(=O)c2sc3ccccc3c2Cl)cc1 (stereo unspecified)	-5	-14	16	101	1.2	6	-4	0.1	0
COc1ccc(S(=O)(=O)N2CCCOC2CNC(=O)C(=O)NCCCN2CCOCC2)cc1C (stereo unspecified)	-1	-1	22	103	0.0	-7	-2	1.1	2
CSc1nc2nc3c(c(=O)n2[nH]1)CCCC3	0	-4	25	107	-1.1	-7	-1	-0.1	14
COc1ccccc1C(=O)N/C(N)=N/c1nc2ccccc2o1	-8	-1	0	96	0.4	-4	-1	-0.3	-2
CCN(CC(=O)Nc1ccc(OC)cc1)C(=O)c1ccc(N2C(=O)CCC2=O)cc1	-6	.	.	.	-0.3	.	-2	0.3	.
CC(=O)N1CCN(C(=O)c2ccc(S(=O)(=O)Nc3cccc(C(F)(F)F)c3)cc2)CC1	1	.	.	.	-0.4	.	-2	1.1	.
COc1ccc(Cl)cc1S(=O)(=O)N1CCC(C(=O)NC2CCCC2)CC1	-5	0	10	96	2.8	-2	-2	2.0	-5
NC(=O)COc1ccc2c3c(c(=O)oc2c1)CCCCC3	-4	-7	3	98	1.1	10	.	1.3	0
CCN(CC)S(=O)(=O)c1cccc(C(=O)OCC(=O)NCc2ccccc2OC)c1	-5	.	.	.	1.2	.	-3	-1.3	.
COc1ccccc1CNC(=O)[C@@H]1CCCN1C(=O)C1CCN(S(=O)(=O)c2ccc(C)cc2)CC1	4	5	9	97	-0.4	-9	-4	-1.1	0
Cc1ccc(S(=O)(=O)NCC(c2ccc3c(c2)OCO3)N2CCOCC2)cc1 (stereo unspecified)	-11	.	.	.	-0.4	.	-1	-0.4	.
CCN(CC)C(=O)c1ccc(COc2ccccc2Cl)cc1	-18	-3	0	100	4.4	9	-5	4.2	0
Cc1cccc(N(CC(O)CON=C2c3ccccc3-c3ccccc32)S(C)(=O)=O)c1 (stereo unspecified)	-12	-4	3	97	2.4	-1	-12	5.8	0
CCN1CCN(S(=O)(=O)c2ccc(Cl)c(C(=O)NC3CC3)c2)CC1	-3	.	.	.	0.6	.	-6	1.3	.
COc1ccc(CNS(=O)(=O)c2cc(-c3cc(C)no3)ccc2C(C)C)cc1	-10	-6	-8	99	-0.7	11	8	-2.5	4
Cc1nn(C(C)C(=O)Nc2ccc(Cl)cn2)c(C)c1[N+](=O)[O-] (stereo unspecified)	4	2	19	93	-1.4	-8	-3	-1.2	-3
Brc1ccc(CNc2nc3ccccc3n2CCN2CCCCC2)cc1	1	-8	-4	121	-0.5	7	3	-2.0	15
Cc1ccccc1N1C(=O)C2C3CC(=O)C(c4ccccc43)C2C1=O (stereo unspecified)	4	3	29	109	-0.2	-15	0	0.5	-1
Cc1ccc(C(C(=O)NC2CCCC2)N(C(=O)CNC(=O)c2ccco2)c2ccccc2)o1 (stereo unspecified)	-4	-11	8	104	-1.1	-10	-8	-2.5	5
COc1ccccc1C(=O)N(C1=NC(C)CS1)c1ccc(Cl)cc1 (stereo unspecified)	-11	-9	15	108	-1.2	-13	0	-1.1	6
O=S(=O)(NC1=NCCCCC1)c1ccccc1Cl	-6	4	0	89	-0.4	-10	-5	0.6	-15
NC(=O)COC(=O)c1ccc(C(=O)C(=O)c2ccccc2)cc1	-8	2	5	91	1.1	-1	-5	1.2	-7
Cc1ccccc1OC(C)C(=O)Nc1ccc(S(=O)(=O)Nc2nccs2)cc1 (stereo unspecified)	-1	-5	2	93	0.6	-14	-2	-0.1	0
COc1cc(/C=N/NC(=O)c2ccc(N3CCCC3=O)cc2)ccc1O	3	-5	-3	105	0.2	-8	-2	-0.1	4
CC(=O)c1c(N2CCN(Cc3ccc4c(c3)OCO4)CC2)nc(=S)n(-c2ccccc2)c1C	1	9	0	76	0.3	-11	-5	-0.6	-19
COc1ccc(Nc2cccccc2=O)cc1	-5	0	4	100	-1.4	-4	-4	-1.6	-2
CCOC(=O)C1=C(C)Nc2ncnn2C1c1ccc2c(c1)OCO2 (stereo unspecified)	-3	-8	-3	99	-0.6	-16	-1	-1.5	1
O=C(C1CC1)N1CCc2cc(Br)cc(S(=O)(=O)NCc3ccccn3)c21	-15	4	3	96	0.8	-7	-12	-0.6	-3
Cc1ccccc1CN(C)CC(=O)NC(C)CCc1ccccc1 (stereo unspecified)	-13	6	-27	104	-2.1	6	-2	-2.5	5
